# Assay outcomes from PubChem.
# Cl transport mod – KCC2 cotransporter modulators, thallium flux, primary screen, cell-based, HEK293 KCC2, FluoZin-2 fluorescence, MLSMR; KCC2 cells, thallium flux FluoZin-2 fluorescence; B-score of Tl+ flux slope (higher = more flux/activation; lower = inhibition) at 10 µM; hit rate 2.2% among 190,000;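 active = thallium flux slope and its plate-corrected score both differing from the plate sample mean at a set confidence after two filtering rounds, in either direction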;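 note: slope of fluorescence scaled to starting intensity during 10 to 20 s after thallium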
# FXIa inh 1536 – human FXIa protease inhibitors, primary screen, biochemical, 1536-well | Coagulation factor XI (Homo sapiens), P03951 | purified FXIa, Boc-Glu-Ala-Arg-AMC fluorogenic substrate | inhibition, % at 5 µM | hit rate 0.14% among 220,000;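 active = inhibition of at least 40%; inactive = inhibition below 40%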;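 note: fluorescence of freed AMC excited at 355 nm; 0% = enzyme without compound and 100% = no enzyme blank; many of its hits are not listed in these tables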
# Target sequence (P03951 19-387 limits assumed): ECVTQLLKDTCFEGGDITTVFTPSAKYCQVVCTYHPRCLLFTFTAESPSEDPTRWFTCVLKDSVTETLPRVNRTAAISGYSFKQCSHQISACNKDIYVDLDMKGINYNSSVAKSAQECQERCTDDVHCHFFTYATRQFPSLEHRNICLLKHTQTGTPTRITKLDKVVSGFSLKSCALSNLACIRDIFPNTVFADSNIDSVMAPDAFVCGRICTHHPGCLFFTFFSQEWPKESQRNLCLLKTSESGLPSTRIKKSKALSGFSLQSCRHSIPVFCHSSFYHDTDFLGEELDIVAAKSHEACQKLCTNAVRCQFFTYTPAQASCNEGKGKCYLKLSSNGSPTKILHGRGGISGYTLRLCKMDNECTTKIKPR
# Target sequence (P03951 388-625 limits assumed): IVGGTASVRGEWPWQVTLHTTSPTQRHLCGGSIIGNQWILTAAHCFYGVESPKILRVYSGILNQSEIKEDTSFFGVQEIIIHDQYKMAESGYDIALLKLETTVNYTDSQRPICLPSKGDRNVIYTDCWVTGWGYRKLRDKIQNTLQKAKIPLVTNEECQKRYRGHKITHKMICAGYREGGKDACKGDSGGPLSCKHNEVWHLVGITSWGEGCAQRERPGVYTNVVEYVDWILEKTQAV
# KLK5 inh – human KLK5 protease inhibitors, primary screen, biochemical, 1536-well. recombinant hK5, fluorogenic AMC substrate cleavage. hit rate 0.59% among 210,000. AID 873, 2007. inhibition, % at 5 µM;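 active = inhibition of 40% or more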;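 note: 0% = enzyme controls without compound and 100% = no-enzyme blanks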
# Target sequence (Q9Y337 67-293 limits assumed): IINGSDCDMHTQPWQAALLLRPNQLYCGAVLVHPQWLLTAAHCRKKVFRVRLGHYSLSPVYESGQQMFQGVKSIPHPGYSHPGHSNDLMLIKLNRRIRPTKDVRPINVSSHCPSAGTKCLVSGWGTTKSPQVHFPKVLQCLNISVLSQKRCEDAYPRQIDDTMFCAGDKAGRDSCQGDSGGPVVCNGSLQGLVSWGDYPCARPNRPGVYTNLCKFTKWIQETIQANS
# Wee1 stabilizer – Wee1 degradation inhibitors, primary screen, cell-based, HeLa, Wee1K328M-luciferase, luminescence; Wee1-like protein kinase (Homo sapiens), P30291; reporter increase, % at 5 µM; hit rate 1.2% among 220,000; HeLa Luc-Wee1K328M stability; 100% = proteasome inhibitor MG132 effect;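 active = activation above the mean of all tested compounds plus 3 SD, set per screening run, cut at about 8.8% in these data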;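 note: cells exposed to compound for 20 h before luminescence read; 0% = DMSO alone and 100% = MG132 at 30 µM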
# FXIIa inh – human FXIIa protease inhibitors, primary screen, biochemical, 1536-well. Coagulation factor XII (Homo sapiens), P00748. purified FXIIa, Boc-QGR-AMC fluorogenic substrate, 2 h. inhibition, % at 5 µM. hit rate 0.3% among 220,000; in the data active = inhibition above about 40%;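 note: 0% = enzyme with no compound and 100% = blank without enzyme; many of its hits are not listed in these tables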
# thrombin 1536 – human alpha-thrombin inhibitors, primary screen, counter-screen for coagulation protease inhibitor project, biochemical, 1536-well, fluorogenic AMC substrate | Prothrombin (Homo sapiens), P00734 | Boc-VPR-AMC fluorogenic substrate cleavage | inhibition, % at 5 µM | hit rate 0.26% among 220,000 | AID 1046, 2008;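 active = inhibition at or above 40%; inactive = inhibition below 40%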;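 note: 0% = enzyme with no compound and 100% = wells without enzyme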
#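 Test system: human alpha-thrombin protein / Dosing: one concentration per compound, 5 µM, with 0.2% DMSO / Medium: pH 7.5 Tris-saline with Tween 20 / Benchmarks: no-compound enzyme wells and no-enzyme blanks / Read-out basis: percent inhibition of thrombin substrate cleavage / Timing: reaction at room temperature / Measured by: fluorescence, ex 355 nm, em 460 nm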
# p97 ATPase inh – inhibitors of human p97 ATPase, primary screen, biochemical. Transitional endoplasmic reticulum ATPase (Homo sapiens), P55072. inhibition, % at 8 µM. recombinant p97 ATPase, Kinase-Glo ATP luminescence, 3 h. hit rate 0.42% among 220,000; in the data active = inhibition above about 15%;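 note: 0% = DMSO vehicle and 100% = wells lacking enzyme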
# Furin inhibitor – human furin inhibitors, primary screen, biochemical, fluorescence intensity; hit rate 0.061% among 220,000; P09958; inhibition, % at 30 µM; purified furin, fluorogenic substrate cleavage; in the data active = inhibition above about 25%; note: inactives centre near -15
# PERK inhibitor – block of dimerizer-induced PERK translation repression, primary screen, PERK inhibitor project, CHO PERK-DD cells, SEAP luminescence, HTS; Eukaryotic translation initiation factor 2-alpha kinase 3 (Homo sapiens), Q9NZJ5; CHO PERK-DD fusion, SEAP luminescence translation reporter; inhibition, % at 5.6 µM; hit rate 0.17% among 220,000; AID 1416, 2008;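 active = inhibition above the mean inhibition of all tested compounds plus 3 SD, set separately per screening campaign, cut at about 2.9% in these data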;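 note: PERK kinase domain activated by AP20187 dimerizer at 100 nM; 0% = DMSO with dimerizer and 100% = rapamycin at 8.4 µM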
# * marks the source's active call; other numbers are inactive results; / = not tested or not shown; [ ] = dose if it differs, or a comment.
No.	SMILES	Cl transport mod	FXIa inh 1536	KLK5 inh	Wee1 stabilizer	FXIIa inh	thrombin 1536	p97 ATPase inh	Furin inhibitor	PERK inhibitor
1	CCOc1ccc(CN2CCNC(=O)C2CC(=O)NCc2ccccn2)cc1 (stereo not drawn)	-0.17	2	/	-3	11	1	2	-15	0.7
2	O=C(NCc1ccc(Cl)cc1)c1ccc(CNc2c(N3CCCC3)c(=O)c2=O)cc1	0.41	2	2	2	13	1	1	-11	0.3
3	CC(C)NS(=O)(=O)c1ccc(OCC(=O)Nc2ccc(F)cc2)cc1	-0.032	-4	/	1	9	-9	-1	-21	0.4
4	COc1ccc(Cc2nnc(SCC(=O)NC3CCCCC3)n2C)cc1	/	3	-14	2	1	-5	0	-21[20 µM]	0.1
5	COc1cc(OC)c(OC)cc1CNCCSc1nnnn1C	0.27	-3	-3	-2	1	-7	4	-12	0.2
6	O=C(Nc1ccc(OC(F)(F)C(F)F)c(NC(=O)c2cccc(F)c2)c1)c1cccc(F)c1	1.3	-4	-8	-1	-1	-11	-6	-3	-0.7
7	O=C1C=C(NCc2ccccc2)C2(CCCCC2)O1	-1.2	9	-16	-5	19	3	6	-12	1.0
8	C/C(CC(=O)C(F)(F)F)=N\NC(=O)/C(C#N)=C/N(C)C	0.71	-10	-8	-1	0	-4	9	-12	0.6
9	COC(=O)c1cc2sc(Cl)cc2n1CC(=O)N1CCCc2ccccc21	0.04	-7	-17	2	15	0	1	-17	0.4
10	Cc1onc(-c2c(Cl)cccc2Cl)c1CO/N=C(\C#N)c1c(Cl)cccc1Cl	-0.5	-6	0	-2	6	2	0	-1	-0.6
11	COCCNC(=S)N1CCN(C/C=C/c2ccccc2)CC1	-0.81	2	17	2	13	0	1	-38	0.0
12	CN(C)CCSc1nc(N)c2c3c(sc2n1)CN(C)CC3	0.33	2	-7	-2	4	-11	3	-25	-0.1
13	COc1ccc(C(=O)O)cc1S(=O)(=O)NCCN(C)C	0.39	0	-1	-4	10	-6	-2	-18	2.3
14	COc1ccc(CCNc2nc(-c3ccncc3)cs2)cc1OC	-1.7	-1	0	-2	3	-4	8	-15	0.9
15	CC(C)(C)c1ccc(NC(=O)N2CCN(c3ccc([N+](=O)[O-])cn3)CC2)cc1	0.067	6	-6	-2	10	1	1	-25	0.1
16	CCOc1ccc(NC(=O)Nc2ccc(NC(C)=O)cc2)cc1	0.2	-1	-5	-2	6	-12	4	-24	0.0
17	CN(C)/C=C1\Cc2ccccc2C1=O	0.7	2	5	-1	8	-1	4	-14	0.5
18	CN(C)/C=C1\SC(=S)N(c2ccc(F)cc2)C1=O	-0.4	-2	-1	-2	4	-5	3	9	0.9
19	CN(c1ncc(C(F)(F)F)cc1Cl)N1C(=O)c2cccc(N)c2C1=O	0.49	2	3	10*	8	-2	-2	-13	-0.5
20	Cc1ccccc1OC(C)c1nc(-c2ccccc2)no1 (stereo not drawn)	-1.2	-15	-22	-3	-4	-13	-1	-17[20 µM]	1.2
21	CC(=O)c1c(C)[nH]c(C(=O)CSc2nnc(-c3ccco3)o2)c1C	-0.75	-3	2	-2	7	-2	-6	-8	0.0
22	CCOc1ccc(CNCc2cccnc2)cc1	0.25	20	-5	0	24	1	-6	-24[20 µM]	0.5
23	NC(=O)COC(=O)CNC(=O)c1cc(Cl)cc([N+](=O)[O-])c1	1.4	-1	12	2	12	-4	-1	-9	0.2
24	O=C(NCCN=C1NS(=O)(=O)c2ccccc21)c1ccncc1	7*	6	-11	4	18	2	0	-3[20 µM]	0.4
25	CCOC(=O)C(NCc1ccccc1OC)(NC(=O)CC)C(F)(F)F (stereo not drawn)	1.1	3	-4	5	15	1	1	-10[20 µM]	1.1
26	CC(=O)N(c1cccc(Br)c1)C1C=CS(=O)(=O)C1 (stereo not drawn)	0.41	6	-9	-2	14	0	-1	-26[20 µM]	0.6
27	CCOC(=O)CSc1nnc(NC(=O)c2cccc(S(=O)(=O)N3CCCC3)c2)s1	0.67	-3	-5	4	1	-8	3	22[20 µM]	1.3
28	Cc1ccc(S(=O)(=O)/C(C#N)=C/c2c(N3CCC(C(N)=O)CC3)nc3c(C)cccn3c2=O)cc1	-1.2	1	-22	2	14	-11	-4	-3[20 µM]	-1.0
29	Cc1ccc2nc(-c3cccs3)oc(=O)c2c1	-0.83	2	5	0	8	9	8	-5	0.9
30	COC(=O)CC1=NN(c2ccccc2)C(=O)C1	0.52	-2	0	-1	9	/	2	-27	0.6

# Given with one line to a screen: part of the list above
(16) CCOc1ccc(NC(=O)Nc2ccc(NC(C)=O)cc2)cc1
(17) CN(C)/C=C1\Cc2ccccc2C1=O
(18) CN(C)/C=C1\SC(=S)N(c2ccc(F)cc2)C1=O
(19) CN(c1ncc(C(F)(F)F)cc1Cl)N1C(=O)c2cccc(N)c2C1=O
(20) Cc1ccccc1OC(C)c1nc(-c2ccccc2)no1 (stereo not drawn)
(21) CC(=O)c1c(C)[nH]c(C(=O)CSc2nnc(-c3ccco3)o2)c1C
(22) CCOc1ccc(CNCc2cccnc2)cc1
(23) NC(=O)COC(=O)CNC(=O)c1cc(Cl)cc([N+](=O)[O-])c1
(24) O=C(NCCN=C1NS(=O)(=O)c2ccccc21)c1ccncc1
(25) CCOC(=O)C(NCc1ccccc1OC)(NC(=O)CC)C(F)(F)F (stereo not drawn)
assay / entry,16,17,18,19,20,21,22,23,24,25
Cl transport mod,0.2,0.7,-0.4,0.49,-1.2,-0.75,0.25,1.4,7*,1.1
FXIa inh 1536,-1,2,-2,2,-15,-3,20,-1,6,3
KLK5 inh,-5,5,-1,3,-22,2,-5,12,-11,-4
Wee1 stabilizer,-2,-1,-2,10*,-3,-2,0,2,4,5
FXIIa inh,6,8,4,8,-4,7,24,12,18,15
thrombin 1536,-12,-1,-5,-2,-13,-2,1,-4,2,1
p97 ATPase inh,4,4,3,-2,-1,-6,-6,-1,0,1
Furin inhibitor,-24,-14,9,-13,-17[20 µM],-8,-24[20 µM],-9,-3[20 µM],-10[20 µM]
PERK inhibitor,0.0,0.5,0.9,-0.5,1.2,0.0,0.5,0.2,0.4,1.1

# (cont.)
No.	SMILES	Cl transport mod	FXIa inh 1536	KLK5 inh	Wee1 stabilizer	FXIIa inh	thrombin 1536	p97 ATPase inh	Furin inhibitor	PERK inhibitor
31	Cc1cc(C)c(C(=O)C2OC(=O)C(C)(C)C(=O)C2(C)C)c(C)c1 (stereo not drawn)	-1.3	-8	7	0	-2	-6	3	-11[20 µM]	-0.9
32	O=C(Oc1cccc(-c2cnc3ccccc3n2)c1)c1ccco1	1.1	3	-21	2	17	7	-3	-19[20 µM]	0.5
33	CCOc1ccc(-c2c[n+](=O)c3c(n2[O-])CCCC3)c(OCC)c1	1.9	0	5	-1	5	5	-5	-5[20 µM]	0.1
34	COc1cccc(-c2nn(-c3ccccc3)cc2CN(C)Cc2c(C)nc3ccccn23)c1	/	-7	-6	2	1	-10	6	-10	-0.3
35	CC(=O)C1=C(C)NC(SCC(N)=O)=C(C#N)C1c1cccnc1 (stereo not drawn)	/	-14	-13	-2	-13	1	-3	-6	2.6
36	Cc1ccc([N+](=O)[O-])cc1NC(=O)CCc1ccccc1	/	1	-4	1	11	1	2	-23	0.1
37	Cc1cc(C)n(CC(O)COc2cccc(OCC(O)Cn3nc(C)cc3C)c2)n1 (stereo not drawn)	-0.74	-19	12	3	10	4	-4	-10	-0.8
38	COc1ccc(-c2noc(-c3ccco3)n2)cc1OC	-0.37	-2	-20	0	21	2	0	-24[20 µM]	0.9
39	COc1cc(-c2nc(-c3ccc(Br)o3)no2)cc(OC)c1OC	/	-7	-2	0	-3	-7	19*	-15	0.6
40	Cc1ccccc1NC(=O)Cn1c([N+](=O)[O-])cnc1C	0.12	-5	-8	0	3	-12	1	-16	0.6
41	Cc1ccc(C)c(C(=O)CSc2nnc(C)s2)c1	0.033	-4	-1	1	7	-6	1	-33	-0.2
42	NC(N)=NCCC[C@H](NC(=O)OCc1ccccc1)C(=O)O	0.01	-8	3	1	3	-4	-4	-15	0.2
43	O=C(Nc1cccc(-c2nnco2)c1)c1cccs1	0.98	-1	-3	1	12	5	-5	-10	0.5
44	O=C(O)c1ccccc1NN=C1CCCCC1	1.2	18	-8	9.8*	23	-4	2	-24	0.7
45	C=CCN1C(=O)/C(=c2\sc3nc(=O)c(Cc4ccccc4Cl)nn3c2=O)c2ccccc21	/	2	1	0	9	-1	6	-12	2.1
46	COc1ccccc1NCCC(=O)OCC(=O)NCc1ccco1	/	3	-69	2	1	1	-2	-33	1.8
47	CC(C)NC(=O)NC(=O)COC(=O)C1CCCN1C(=O)c1cccs1 (stereo not drawn)	-0.32	1	0	2	12	-6	2	-18[20 µM]	0.7
48	CCCCN1CC(COc2ccccc2)OC1=O (stereo not drawn)	0.36	-9	-15	-2	5	-18	3	-30	-0.5
49	Cc1ccc2c3c(cccc13)-c1ccccc1C2=O	0.31	2	4	1	2	3	6	-32	0.1
50	COc1ccc(-c2ccc(C)cc2)cc1[C@H]1[C@@H]2C=CCC[C@@]2(C)C(=O)N1Cc1ccccc1	0.29	25	10	/	20	9	/	3	/
51	N=C1SCC(=O)N1c1ncc(Cc2ccccc2Cl)s1	11*	-2	0	-2	8	1	6	-23	0.0
52	CCN(C(=O)Cc1ccccc1OC)c1nnc(-c2ccncc2)s1	1.2	3	-3	-2	-3	-5	-1	-16[20 µM]	-0.1
53	COC(=O)c1sc(OC)cc1OCc1ccc(C)cc1	-0.32	-8	-4	2	-2	-5	3	-23[20 µM]	0.2
54	Fc1ccc(N2CCN(C(c3cccs3)c3nnnn3CCc3ccccc3)CC2)cc1 (stereo not drawn)	-0.64	1	-15	-2	9	-1	-2	-19[20 µM]	-0.5
55	COc1ccc(/C=C/C(=O)NNc2c(F)c(F)cc(F)c2F)cc1OC	-1.5	2	3	-3	18	6	3	-21[20 µM]	0.1
56	CSC1=N/C(=C\c2cccnc2)C(=O)N1c1ccccc1	0.37	3	-1	-2	12	-12	7	-6	-0.1
57	CCc1cc(C(c2ccc(F)cc2)N2CCOCC2)c(NC(=O)c2ccccc2)s1 (stereo not drawn)	-1.2	1	8	-3	16	-2	-6	-9[20 µM]	-0.9
58	CCOc1ccc(NC(=O)C/C(N)=N/O)cc1	1.3	4	6	1	16	7	0	-18[20 µM]	0.8
59	Cc1cc(C)c2c(CN3CCOCC3)cc(=O)oc2c1C	0.96	2	2	-1	13	3	4	-9	-1.6
60	Cc1cccc(OCCn2c(=S)[nH]c3ccccc32)c1	8.9*	10	-4	2	16	-2	-3	-1[20 µM]	1.8

# No enrichment for hits; about 4.4% have a hit in one of these screens.
